Assay outcomes: PubChem, National Center for Advancing Translational Sciences (NCATS)
GPT2 inhibitor: Primary qHTS assay for inhibitors of Glutamate pyruvate transaminase 2 (GPT2) | Alanine aminotransferase 2 (Homo sapiens), Q8TD30 | hit rate 0.25% among 100,000 | Potency, µM (titrated, usually from 57.7 µM), without a hit: at the top dose activity change, negative = inhibition, hits mostly inhibitors | Recombinant GPT2, coupled pyruvate oxidase/HRP Amplex Red fluorescence; also: potency is read from the fitted curve at half-maximal effect; nearly all actives have a fitted effect of over 60% in size; many of its hits are not listed in these tables
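Recombinant GPT2 (10ng/uL) with 250uM a-KG and 2mM L-alanine, 30 min at room temperature, in HEPES pH 7.5 buffer. Pyruvate detected by pyruvate oxidase/HRP/Amplex Red fluorescence after 30 min in the dark; AOA (50uM) as positive control.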
Luciferase inh: Firefly luciferase inhibition profiling of diverse chemical library using quantitative high-throughput screening; purified P. pyralis luciferase, luminescence, biochemical; Potency, µM (series often up to 115 µM), for inactives: at the top dose activity change, negative = inhibition, actives largely listed as inhibitors; hit rate 2.5% among 76,000; AID 1347043, 2019; also: potency is read from the fitted curve at half-maximal effect; nearly all actives have a fitted effect of over 65% in size
Target sequence (P08659 whole entry, looked up): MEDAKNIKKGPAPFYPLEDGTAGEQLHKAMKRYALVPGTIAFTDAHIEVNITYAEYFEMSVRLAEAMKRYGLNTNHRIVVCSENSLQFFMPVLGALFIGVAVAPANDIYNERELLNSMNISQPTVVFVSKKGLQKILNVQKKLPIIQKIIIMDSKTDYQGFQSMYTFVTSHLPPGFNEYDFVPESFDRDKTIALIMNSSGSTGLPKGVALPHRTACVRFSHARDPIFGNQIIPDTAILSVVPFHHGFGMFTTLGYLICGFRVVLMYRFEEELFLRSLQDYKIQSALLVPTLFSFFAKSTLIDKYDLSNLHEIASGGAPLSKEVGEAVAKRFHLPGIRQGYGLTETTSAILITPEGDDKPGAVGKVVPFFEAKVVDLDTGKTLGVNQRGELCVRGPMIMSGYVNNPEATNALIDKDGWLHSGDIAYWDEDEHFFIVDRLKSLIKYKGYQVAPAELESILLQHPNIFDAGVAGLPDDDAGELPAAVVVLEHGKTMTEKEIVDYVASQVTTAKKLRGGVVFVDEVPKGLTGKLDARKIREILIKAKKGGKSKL
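Purified 10nM P. pyralis luciferase with 10uM D-luciferin and 10uM ATP in 50mM Tris acetate pH 7.5, 10mM Mg acetate, 0.01% Tween-20, 0.05% BSA. qHTS titration; luminescence read by CCD imager.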
HEK cytotox: Cytotoxic Profiling in HEK 293 Cell Line of Diverse Libraries Using Quantitative High-Throughput Screening; HEK 293 viability, ATP luminescence (CellTiter-Glo), 48-72 h; Potency, µM (series often up to 115 µM), for inactives: at the highest dose activity change, negative = cytotoxicity, actives largely listed as inhibitors; hit rate 6.6% among 94,000; AID 1345083, 2018; also: potency is read from the fitted curve at half-maximal effect; nearly all actives have a fitted effect of over 60% in size
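Cells seeded first (HEK 293, 250 cells/well), then compound added by pintool. Incubation ran 48 or 72 hr at 37 degree Celsius. CellTiter-Glo was added and luminescence imaged after 10 min at room temperature.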
SNCA expr inhib: Primary qHTS assay for inhibitors of alpha-synuclein gene (SNCA) expression. HEK-293 SNCA-luciferase knock-in, luminescence, 24 h. Potency, µM (top dose mostly 57.2 µM), without a hit: at the top dose activity change, negative = inhibition, usual class: inhibitors. hit rate 0.17% among 140,000;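 also: potency is read from the fitted curve at half-maximal effect; plate controls were DMSO cells for no effect and cell-free wells for full effect; nearly all actives have a fitted effect of over 45% in size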
HEK293 viab: GF-AFC viability counterscreen for inhibitors of alpha-synuclein gene (SNCA) expression. HEK-293-SNCA-luc viability, GF-AFC fluorescence, 24 h. Potency, µM (doses to about 57.1 µM), for inactives: at the top dose activity change, negative = cytotoxicity, hits mostly cytotoxic. hit rate 0.12% among 150,000. AID 1671193, 2021;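 also: potency is read from the fitted curve at half-maximal effect; 0% = DMSO-treated cells and -100% = medium-only wells without cells; nearly all actives have a fitted effect of over 30% in size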
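HEK-293-SNCA-luc cells (1500/well) plated 24 h, then exposed 24 h to a dilution series; GF-AFC added 30 min at 37C, fluorescence 405/540 nm; normalised to medium-only and DMSO wells, Hill fit.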
3T3 cytotox: Cytotoxic Profiling in NIH 3T3 Cell Line of Diverse Libraries Using Quantitative High-Throughput Screening; NIH 3T3 viability, CellTiter-Glo ATP luminescence, 48-72 h; Potency, µM (titrated, usually from 96.7 µM), for inactives: at the highest dose activity change, negative = cytotoxicity, most hits filed as inhibitors; hit rate 4.3% among 94,000; AID 1345082, 2018; also: potency is read from the fitted curve at half-maximal effect; nearly all actives have a fitted effect of over 55% in size
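Cytotoxicity was measured by CellTiter-Glo ATP luminescence after 48 or 72 h compound exposure at 37 °C. Mouse NIH 3T3 fibroblasts were seeded at 400 cells/well and dosed by 23 nL pin transfer.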
IP6K1 inh: Primary qHTS assay for small molecule inhibitors of Inositol hexaphosphate kinase 1 (IP6K1). IP6K1 kinase, ADP-Glo luminescence, 2 h; hits give low values. activity change, % (series mostly up to about 58 µM). hit rate 0.81% among 140,000; in the data active = activity change below about -25%
Target sequence (Q92551 whole entry, looked up): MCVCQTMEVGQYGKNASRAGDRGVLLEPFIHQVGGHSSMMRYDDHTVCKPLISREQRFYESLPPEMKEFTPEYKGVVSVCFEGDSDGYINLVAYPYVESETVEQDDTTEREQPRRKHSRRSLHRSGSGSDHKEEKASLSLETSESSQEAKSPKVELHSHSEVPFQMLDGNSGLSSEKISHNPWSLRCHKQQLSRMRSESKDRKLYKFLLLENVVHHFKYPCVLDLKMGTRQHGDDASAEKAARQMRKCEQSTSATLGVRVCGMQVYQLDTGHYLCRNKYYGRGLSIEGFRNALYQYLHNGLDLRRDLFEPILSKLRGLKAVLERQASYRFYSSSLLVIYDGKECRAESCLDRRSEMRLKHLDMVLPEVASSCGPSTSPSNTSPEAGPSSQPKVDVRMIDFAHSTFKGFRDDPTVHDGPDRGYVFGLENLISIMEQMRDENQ
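ADP-Glo luminescence measures ADP made by human IP6K1 during a 2 h RT reaction with ATP/IP6 (mix at 1.3 mM/130 uM); top library doses 57.5 and 19.1 uM final.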
Active calls of the source: *; i = inactive; ? = inconclusive; . = not tested or not shown; & = joins results of further samples; [ ] = dose if it differs, or a comment. Unless noted, calls follow the shape of the dose curve; as a rule, active = well fitted curve in the direction sought with a large enough effect; inconclusive = small, poorly fitted or top-dose-only effect, or another doubt; inactive = no such curve, though single readings can be large; an effect the other way counts as inactive or inconclusive. Unless noted, % is scaled to controls: 0 for no effect and ±100 for the full control effect.

Structure	GPT2 inhibitor	Luciferase inh	HEK cytotox	SNCA expr inhib	HEK293 viab	3T3 cytotox	IP6K1 inh
COc1cncc(NC(=O)C2=NO[C@@H]3CN(Cc4ccc(F)c(Cl)c4)C[C@H]23)c1	-7.4%[88.5 µM]	-16.2%[172 µM]	?	-3.1%[87.6 µM]	-13.3%[87.6 µM]	?	-14.4
CCC(C)C(=O)NC1CCN(c2cn[nH]c(=O)c2)CC1 (configuration not stated)	i	-13.7%	-15.2%	-8.7%	9.9%	-13.5%	-2.6
COc1ccccc1-c1ccc2c(C(=O)NCc3cccc(Cl)c3)nn(C)c2n1	?	.	?	24.7%	6.6%	-14.8%	5.8
Cc1ccc(-c2cc(C(F)(F)F)nn2-c2ccc(S(N)(=O)=O)cc2)cc1	-3.1%&-3.1%&-12.4%	.	.	21.7%	?	.	6.7&3.9
O=C(NC1C[C@H]2CC[C@@H](C1)N2C(=O)C1CCCCCC1)c1ccc(F)cc1 (some centres not stated)	-3.1%	.	-7.3%	7.6%	?	-17.8%	-4.1
COCCn1nc2n(c1=O)CCN(C(=O)c1cncc(Br)c1)CC2	i	-11.8%	-13.8%	12.2%	5.1%	4.0%	-0.9
CS(=O)(=O)N(C1CC1)C1CCOC2(CCN(C(=O)CCCc3ccccc3)CC2)C1 (configuration not stated)	i	?	?	75.4%[activator]	6.8%	-19.5%	8.5
COc1cccc(C(O)c2nc(C(=O)NCc3ccccc3)c(C)o2)c1 (configuration not stated)	2.0%[88.5 µM]	-10.6%[172 µM]	?	9.1%[87.6 µM]	3.1%[87.6 µM]	-27.1%[138 µM]	8.5
Cc1cc(C)c(CN2CCC3(CCCN(C)C3=O)C2)c(-n2cccn2)c1 (configuration not stated)	i	-4.8%	?	?	-4.4%	?	-18.5
c1ccc(C2=NOC3(CCN(Cc4cccc5ccccc45)CC3)C2)cc1	i	-0.6%	-5.1%	1.0%	-0.8%	-16.1%	12.9
COc1cccc(NC(=O)C2CCN(S(=O)(=O)c3c(C)noc3C)CC2)c1	.	.	.	-13.7%	3.3%	.	-23.4
CCCCCN1CCc2ccccc2OCC(=O)N(C)[C@@H](Cc2ccc(OCCO)cc2)C1=O	.	.	?	.	.	?	7.4
COc1ccc(C(=O)NCC2Cn3cccc3C(=O)N2C)cc1OC (configuration not stated)	i	4.3%	-25.5%	6.9%	-3.7%	0.8%	8.8
CC(=O)NC1(C)CCN(Cc2ccc(-c3cccc4ncccc34)cc2)C1 (configuration not stated)	3.0%[88.5 µM]	-22.8%[172 µM]	?	14.2%[87.6 µM]	-7.2%[87.6 µM]	?	-6.5
CN(CC1CCOCC1)C(=O)Nc1cccc(F)c1	i	-3.5%	2.2%	-13.7%	6.7%	2.6%	8.7
COc1cc(C(=O)Oc2c(Sc3ccc(C)cc3)c(C)nn2-c2ccccc2)cc(OC)c1OC	.	.	.	-9.5%	3.4%	.	-19.2
CCN(CC)CCNC(=O)C1CCN(c2nn3cc(-c4ccc(F)cc4)nc3s2)CC1	.	.	.	23.4%	?	.	-3.9
CCN1C(=O)C2(CCN(S(=O)(=O)c3cc(F)ccc3C)CC2)c2ccccc21	i	1.8%	-32.6%	-29.6%	5.6%	-16.5%	-10.1
Cc1ccccc1COC1CN(C(=O)C2CCN(C(=O)C3CC3)CC2)C1	i	10.3%	-13.1%	-6.3%	2.5%	-10.5%	12.4
Cc1nn(-c2ccccc2)c2c1C(C)N(C1CCN([S+](=O)([O-])c3cccs3)CC1)C2=O (configuration not stated)	.	.	?	.	.	-20.1%	-8.6
CC1C(=O)CC2C3C(O)CC(C(=O)O)C12CC3(C)C (configuration not stated)	2.6%	.	.	.	0.9%	.	-11.7
COc1cc2nc(SCC(=O)Nc3c(C)cc(C)cc3C)n3nc(CCn4c(C)nc5ccccc54)nc3c2cc1OC	.	.	.	3.3%	12.2%	.	-8.3
CCOC(=O)[C@@H]1[C@@H](OC)C(=O)N(C(C)C)C12CCN([S+](=O)([O-])c1ccc(NC(C)=O)cc1)CC2	.	.	-10.3%	.	.	?	2.9
O=C(N[C@H]1CCN2C(=O)c3cc(-c4ccc(Cl)cc4)ccc3NC(=O)[C@@H]2C1)c1ccncc1	-0.7%	0.3%	-26.9%	?	0.6%	-21.5%	-4.8
C[C@H](O)c1onc(-c2ccc(F)cc2)c1C(=O)NC1CC1	3.3%[88.5 µM]	12.0%[230 µM]	5.5%[230 µM]	-12.7%[87.6 µM]	7.8%[87.6 µM]	i	-1.4
CC(C)NC(=O)c1cc(-c2ccc(S(C)(=O)=O)cc2)nc2c1cnn2C	2.5%	.	-7.1%	19.2%&9.8%	2.0%&-5.4%	-20.5%&-8.0%	3.7&-14.3
C=C1C(=O)OC2CC(COC(=O)C(C)C)=C(C(C)CCCOC(C)=O)[C@@H](OC(C)=O)C12 (some centres not stated)	?	.	.	.	-7.1%[23.9 µM]	.	24.7
COC(=O)c1ccc(NC(=O)c2cc3cc(C)ccc3n2C)cc1	.	.	.	9.4%	-0.2%	.	-1.8
CC(=O)N1CCC(C2CCN(S(=O)(=O)c3ccc(C#N)cc3)C2)CC1 (configuration not stated)	i	1.9%	?	5.7%	-12.2%[12.5 µM]	-20.8%	11.6
COCCNC(=O)c1ccc2c(c1)NC(=O)C(CS(=O)(=O)Cc1ccc(F)cc1Cl)N2 (configuration not stated)	.	.	.	19.8%	1.3%	.	-11.2

An excerpt from the list above, for reference:
Structure	GPT2 inhibitor	Luciferase inh	HEK cytotox	SNCA expr inhib	HEK293 viab	3T3 cytotox	IP6K1 inh
CCOC(=O)[C@@H]1[C@@H](OC)C(=O)N(C(C)C)C12CCN([S+](=O)([O-])c1ccc(NC(C)=O)cc1)CC2	.	.	-10.3%	.	.	?	2.9
O=C(N[C@H]1CCN2C(=O)c3cc(-c4ccc(Cl)cc4)ccc3NC(=O)[C@@H]2C1)c1ccncc1	-0.7%	0.3%	-26.9%	?	0.6%	-21.5%	-4.8
C[C@H](O)c1onc(-c2ccc(F)cc2)c1C(=O)NC1CC1	3.3%[88.5 µM]	12.0%[230 µM]	5.5%[230 µM]	-12.7%[87.6 µM]	7.8%[87.6 µM]	i	-1.4
CC(C)NC(=O)c1cc(-c2ccc(S(C)(=O)=O)cc2)nc2c1cnn2C	2.5%	.	-7.1%	19.2%&9.8%	2.0%&-5.4%	-20.5%&-8.0%	3.7&-14.3
C=C1C(=O)OC2CC(COC(=O)C(C)C)=C(C(C)CCCOC(C)=O)[C@@H](OC(C)=O)C12 (some centres not stated)	?	.	.	.	-7.1%[23.9 µM]	.	24.7
COC(=O)c1ccc(NC(=O)c2cc3cc(C)ccc3n2C)cc1	.	.	.	9.4%	-0.2%	.	-1.8
CC(=O)N1CCC(C2CCN(S(=O)(=O)c3ccc(C#N)cc3)C2)CC1 (configuration not stated)	i	1.9%	?	5.7%	-12.2%[12.5 µM]	-20.8%	11.6
COCCNC(=O)c1ccc2c(c1)NC(=O)C(CS(=O)(=O)Cc1ccc(F)cc1Cl)N2 (configuration not stated)	.	.	.	19.8%	1.3%	.	-11.2

Remaining list, next part:
Structure	GPT2 inhibitor	Luciferase inh	HEK cytotox	SNCA expr inhib	HEK293 viab	3T3 cytotox	IP6K1 inh
O=C(NCc1cccs1)c1ccc(CN2C(=O)NC3(CCS(=O)(=O)CC3)C2=O)cc1	3.5%	-5.1%	0.8%	33.7%[activator]	3.2%	i	10.0
COc1cc(OC)cc(N2CCN(S(=O)(=O)c3ccc(-n4cnnn4)cc3)CC2)c1	.	.	.	?	6.0%	.	5.6
CO[C@H]1[C@H](NC(=O)CN2CCOC2=O)c2ccccc2C12CCNCC2	-1.5%	3.2%	-14.6%	-12.9%	-14.0%	-11.3%	11.0
COCC(c1ccccn1)N(C)Cc1cn(-c2ccccc2)nn1 (configuration not stated)	i	-1.9%	2.9%	-8.4%	3.2%	-5.3%	-8.7
CS(=O)(=O)N1C[C@H]2CCN(C(=O)c3ccc(=O)[nH]c3)C[C@H]21	i	-20.2%	-1.6%	4.8%	-2.0%[12.5 µM]	-12.6%	15.8
O=C(C1CCCC1)N1CCN(c2nccc(Nc3ccccc3Cl)n2)CC1	i	.	?	17.1%	7.1%	14.1µM*	1.7
COc1ccc(-c2nccn2CC(CO)Cc2ccsc2)cc1O (configuration not stated)	-13.8%	0.5%	?	-10.8%	5.9%	?	14.0
CN1CCCN=C1/C=C/c1cccs1	-23.1%	.	.	14.8%[25.6 µM]	7.5%[23.9 µM]	.	19.6
Cc1nnc(C2CCCCCN2S(=O)(=O)c2ccccc2C)o1 (configuration not stated)	4.1%	0.0%	-5.7%	1.3%	4.6%	-9.5%	-9.6
COc1ccc(C(=O)NC2CCN(Cc3ccc(-c4ccccc4OC)cc3)C2)cc1 (configuration not stated)	i	.	?	-15.5%	-4.0%[12.5 µM]	22.4µM*	8.5
CC(C)(C)c1ccc(C(=O)NCC(c2cccs2)S(=O)(=O)c2ccc(F)cc2)cc1 (configuration not stated)	.	.	.	-17.5%	0.4%	.	4.5
Cc1csc(CN(C)C(=O)CN2C[C@@H]3CC[C@H](CC2=O)N3)n1	-3.5%	-6.2%	3.1%	14.0%	1.4%	i	-2.2
COc1ccc(CC(=O)Nc2ccc3n(c2=O)C[C@H]2C[C@@H]3CN(C(=O)c3ccc4ccccc4c3)C2)cc1	i	-22.1%	-28.2%	-23.9%	?	?	3.4
Cc1cnc(C2CCOCC2)n1C1CCCN(Cc2ccc(C#N)cc2)C1 (configuration not stated)	i	2.5%	-21.9%	-8.4%	-0.4%	-16.5%	-0.4
Cc1cccc(OCC2(CNC(=O)c3cc(C)nn3C)C[C@@H](O)[C@@H](O)C2)n1 (some centres not stated)	i	-15.4%[172 µM]	-23.6%[172 µM]	25.9%[87.6 µM]	-8.6%[87.6 µM]	-32.2%[138 µM]	10.5
CCC(C(=O)Nc1cc(F)ccc1F)n1nc(-c2cc(C)ccc2C)ccc1=O (configuration not stated)	.	.	.	-4.3%	-12.3%	.	2.3
CCN1Cc2nc(OC)c(CNC(=O)C3(C)CCCCO3)cc2C1=O (configuration not stated)	-3.8%	8.6%	4.5%	-9.7%	-0.4%	1.5%	12.7

The list is partial; the hit share may differ from the screen's.
